Screening data from PubChem.
TRPC4 act: activators of mouse TRPC4 channel. Q9QUQ5. HEK293 TRPC4beta/mu-opioid, Fluo4 calcium fluorescence; hits give high values. B-score at 10 µM. 310,000 compounds, 0.49% hits. AID 2237;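 active = B-score above 5 SD of library B-scores, and initial fluorescence ratio not above library mean plus 5 SD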;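 note: positive B-score marks a calcium rise read as TRPC4 activation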
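Assay system: HEK293 stable line with TRPC4beta plus mu-opioid receptor. Times: dye 45 min RT, read 110 s. Measured by: kinetic Fluo4 calcium fluorescence. Measure: B score of integrated ratio. Controls: assay buffer as low control, maximal DAMGO as high control.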
AI-2 QS modul: modulates the Vibrio harveyi AI-2 quorum sensing system. Vibrio harveyi JMH597 AI-2 luminescence/OD600 ratio, 9 h; hits give low values; strain lacks LuxN and CqsS sensors; 0 = neutral-control median. activity change, % at 7.5 µM. 300,000 compounds, 0.4% hits. AID 2094; in the data active = activity change below about -75%, passing the limit was not always enough;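 note: luminescence divided by OD600 gain over 9 h not by final OD600 alone; inactives centre near 13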
HIF activator: HIF pathway transcriptional activation; U2OS HRE-luciferase reporter, luminescence; normalized: DMSO 0%, desferrioxamine 100%; activation, % at 7.5 µM (by protocol); 300,000 compounds, 0.32% hits; AID 1910;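 active = mean activation of at least 10% of the iron chelator positive control signal, with at least half of replicates also reaching 10%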
TRPC4 block: TRPC4 (mouse) channel inhibition; HEK293 TRPC4beta/mu-opioid, DAMGO-evoked Fluo4 calcium flux; hits give low values; 300,000 compounds, 0.39% hits; B-score at 10 µM; Q9QUQ5;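 active = B-score over 3 SD under the library average, no early fluorescence shift, positive overall ratio signal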
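Material: HEK293 cells with stable TRPC4beta plus mu-opioid receptor expression; probe or stimulus: DAMGO in two steps, submaximal then maximal; technique: Fluo4 calcium fluorescence by kinetic imaging, 5 s 1 Hz baseline; measure: integrated fluorescence ratio relative to baseline, converted to per-well B score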
MrgX1 PAM: human MrgX1 positive allosteric modulation, primary screen; B-score at 10 µM; 310,000 compounds, 0.63% hits; Q96LB2; AID 588675; MrgX1-HEK293, Fluo-4 calcium flux, FDSS; hits give high values;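 active = plate-corrected calcium response at least 3 library SD above typical, normal starting fluorescence, not activating the receptor alone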;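 note: compound read alongside a low EC10 to EC30 dose of BAM8-22 agonist; peak minus trough fluorescence over baseline measured at the second addition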
PolyA inhibitor: blocks polyadenylation in yeast reporter cells | S. cerevisiae SKY197-pL101 polyadenylation reporter, beta-gal luminescence; efflux-impaired pdr1/pdr3 knockout yeast; score 100 = 6 SD above DMSO | calls only at 12 µM | 300,000 compounds, 0.02% hits | AID 1875;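 active = lowest replicate activity score at least 50, where 100 means six control SD above control mean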;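 note: yeast exposed to compound for 9 h at 30 °C; higher score means more reporter readthrough which indicates perturbed polyadenylation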
TRPC6 inhibitor: mouse TRPC6 channel inhibition; HEK293-TRPC6, membrane potential dye, ACh-evoked depolarization; hits give low values; 310,000 compounds, 1.1% hits; AID 2553; B-score at 10 µM;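 active = B-score under library mean minus 3 SD, initial fluorescence not abnormally high, positive integrated signal ratio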;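 note: B-score derived from integrated fluorescence ratio over the kinetic read; more negative B-score means stronger inhibition of depolarization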
Target sequence (Q61143 whole entry, looked up): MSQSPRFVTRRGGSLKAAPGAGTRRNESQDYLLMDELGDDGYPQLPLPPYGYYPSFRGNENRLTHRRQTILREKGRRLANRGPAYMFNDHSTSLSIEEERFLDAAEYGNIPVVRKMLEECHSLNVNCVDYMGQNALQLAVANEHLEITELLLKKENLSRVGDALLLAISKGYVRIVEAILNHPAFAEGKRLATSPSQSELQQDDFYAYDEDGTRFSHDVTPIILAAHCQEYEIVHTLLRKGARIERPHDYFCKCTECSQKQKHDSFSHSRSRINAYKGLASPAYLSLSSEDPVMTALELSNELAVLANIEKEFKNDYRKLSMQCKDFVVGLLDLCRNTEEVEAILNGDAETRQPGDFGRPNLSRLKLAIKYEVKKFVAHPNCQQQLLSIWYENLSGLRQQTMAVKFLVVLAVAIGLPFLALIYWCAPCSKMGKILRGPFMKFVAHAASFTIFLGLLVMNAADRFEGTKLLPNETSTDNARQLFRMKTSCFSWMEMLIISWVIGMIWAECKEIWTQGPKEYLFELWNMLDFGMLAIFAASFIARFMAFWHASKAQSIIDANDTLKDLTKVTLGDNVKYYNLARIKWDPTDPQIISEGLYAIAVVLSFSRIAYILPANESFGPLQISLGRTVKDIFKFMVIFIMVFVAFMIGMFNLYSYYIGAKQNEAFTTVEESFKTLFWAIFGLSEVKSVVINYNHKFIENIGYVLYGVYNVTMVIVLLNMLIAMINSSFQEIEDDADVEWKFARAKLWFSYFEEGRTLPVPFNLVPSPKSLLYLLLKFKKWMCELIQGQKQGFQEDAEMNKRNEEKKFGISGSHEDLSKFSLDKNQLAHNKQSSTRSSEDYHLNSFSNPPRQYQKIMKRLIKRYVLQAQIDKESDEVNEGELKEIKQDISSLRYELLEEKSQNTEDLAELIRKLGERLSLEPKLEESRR
MrgX1 ag: human MrgX1 receptor agonism, primary screen. Q96LB2. MrgX1-HEK293 cells, Fluo-4 calcium fluorescence, agonist mode; hits give high values. B-score at 10 µM. 310,000 compounds, 0.44% hits. AID 588627;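 active = calcium response B-score plate-corrected fluorescence ratio at least 3 library SD, with starting fluorescence B-score inside 5 SD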
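Material: HEK293 cells stably expressing human MrgX1 receptor | Quantity: 15,000 cells per well | Times: Cells plated overnight, dye loaded 0.5 h 37 °C, 0.5 h room temperature | Measured by: Kinetic Fluo-4 NW fluorescence of intracellular calcium | Control set: Positive and negative controls per plate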
TRPC6 act: mouse TRPC6 channel activation; HEK293-TRPC6 membrane potential dye fluorescence; hits give high values; B-score at 10 µM; 310,000 compounds, 0.13% hits; AID 2550;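 active = B-score of the integrated fluorescence ratio above library mean plus 3 SD, and starting fluorescence ratio within library mean plus 5 SD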;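 note: higher score means more depolarization so channel activation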
TRPC4 PAM: allosteric potentiators of mouse TRPC4 channel; Q9QUQ5; AID 2227; 310,000 compounds, 0.42% hits; HEK293 TRPC4beta/mu-opioid, DAMGO EC20, Fluo-4 Ca2+ flux; hits give high values; B-score at 10 µM;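 active = B-score of calcium response area above 5 SD of library B-scores, with initial fluorescence ratio within 5 SD of library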;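 note: B-score of integrated fluorescence ratio over time as area under calcium response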
MrgX1 antag: blocks BAM8-22 activation of human MrgX1 receptor; Q96LB2; MRGX1-HEK293 calcium flux, Fluo-4, BAM8-22 antagonism; hits give low values; B-score at 10 µM; 310,000 compounds, 1.3% hits; AID 588676;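 active = calcium-response B-score plate-corrected more than 3 library SD below zero, starting fluorescence within 5 deviations, no agonist response on first addition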;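 note: peak minus trough fluorescence over baseline after final BAM8-22 challenge near maximal dose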
* hit, by the source's call; i = inactive; · = no result given. The list is partial, so the mix of outcomes need not match the whole.

The first 2 entries as a preview:
SMILES	TRPC4 act	AI-2 QS modul	HIF activator	TRPC4 block	MrgX1 PAM	PolyA inhibitor	TRPC6 inhibitor	MrgX1 ag	TRPC6 act	TRPC4 PAM	MrgX1 antag
CC(=O)Nc1ccccc1C(=O)OCc1ccc(F)cc1	i	7.7	0.4	i	i	i	i	i	i	i	i
Cc1cc(C)[n+](CCCC[n+]2c(C)cc(C)cc2C)c(C)c1	i	26.9	-1.1	i	i	i	-8.89*	i	i	i	i

This part in full, repeating the preview:
SMILES	TRPC4 act	AI-2 QS modul	HIF activator	TRPC4 block	MrgX1 PAM	PolyA inhibitor	TRPC6 inhibitor	MrgX1 ag	TRPC6 act	TRPC4 PAM	MrgX1 antag
CC(=O)Nc1ccccc1C(=O)OCc1ccc(F)cc1	i	7.7	0.4	i	i	i	i	i	i	i	i
Cc1cc(C)[n+](CCCC[n+]2c(C)cc(C)cc2C)c(C)c1	i	26.9	-1.1	i	i	i	-8.89*	i	i	i	i
O=C1NC(=O)C(=Cc2ccc(-c3ccccc3[N+](=O)[O-])o2)C(=O)N1	i	37.3	-0.4	i	i	i	i	i	i	i	i
Cc1ccc2[nH]c(C)c(CCNCc3cccnc3)c2c1	i	-6.6	-0.3	i	i	i	i	i	i	i	i
c1ccc(-c2cc(-c3ccccc3)[n+](-c3ccccc3)c(-c3ccccc3)c2)cc1	i	25.0	1.1	i	15.2*	·	i	i	i	18*	i
CC12CN3CC(C)(CN(C1)C3c1cccnc1)C2=O (centres undefined)	i	-2.9	-0.2	i	i	i	i	i	i	i	i
O=C1NC(=O)C(=Cc2ccc(N3CCOCC3)cc2)C(=O)N1	i	34.6	0.0	i	i	i	i	i	i	i	i
CC(C)n1c(=O)c(C=Nc2ccc(F)cc2)c(O)n(Cc2ccco2)c1=O	i	23.0	-0.1	i	i	i	i	i	i	i	i
C=C(CC1CC(O)[C@]2(C)OC3CC4OC5C[C@]6(C)O[C@]7(C)CCC8OC9C[C@]%10(C)OC%11C(C)=CC(=O)OC%11CC%10OC9C[C@@H](C)C8OC7CC6O[C@]5(C)C/C=C\C4OC3CC2O1)C(=O)O (some centres undefined)	i	14.0	-0.3	i	i	i	i	i	i	i	i
COc1ccc(CCNCc2ccncc2)cc1	i	11.5	-0.5	i	i	i	i	i	i	i	i
Cc1ccc(N=Cc2c(O)n(-c3ccc(C)cc3)c(=O)[nH]c2=O)cc1	i	19.9	-0.1	·	i	·	i	i	i	i	i
CCn1c(P(C)(=O)O)nc2ccccc21	i	11.6	0.3	i	i	i	i	i	i	i	i
C[C@]12CCC3[C@@H](CCC4=CC(=O)CC[C@@]43C=O)C1CCC2=O (some centres undefined)	i	6.9	-34.8	i	i	i	i	i	i	i	i
O=c1[nH]c(=O)n(CCC2=CCCCC2)c(O)c1C=NCCN1CCNCC1	i	23.1	-0.1	i	i	i	i	i	i	i	i
CC(C)(C)c1nc(NCc2ccc3c(c2)OCO3)c2nnn(Cc3ccccc3Cl)c2n1	i	18.2	·	i	i	·	i	i	i	i	i
CCCC(=O)NC(Oc1ccc(OC)cc1)C(Cl)(Cl)Cl (centres undefined)	i	12.4	0.4	i	i	i	i	i	i	i	i
Cc1cccc(-n2c(O)c(/C=N/Nc3nc4c(c(=O)n(C)c(=O)n4C)n3C)c(=O)[nH]c2=S)c1	i	5.1	-0.6	i	i	i	i	i	i	i	i
O=C(CNS(=O)(=O)c1ccc(Br)s1)N1CCC2(CC1)OCCO2	i	14.6	0.4	i	i	i	i	i	i	i	i
Cc1ccc2c(c1)N(C(=O)CCC(=O)N1CCC3(CC1)OCCO3)CCO2	i	13.9	0.0	i	i	i	i	i	i	i	i
Cc1ccc(Cn2c(C)c3cnn(CC(=O)N4CCC5(CC4)OCCO5)c(=O)c3c2C)cc1	i	-3.0	0.0	·	i	i	i	i	i	i	i
O=C(CCN1CCCCC1)Nc1ccc(Cl)cc1C(=O)c1ccccc1	i	15.2	0.1	i	i	i	i	i	i	i	i
O=c1c2ccccc2nc(/C=C/c2ccc(F)cc2)n1-c1ccccn1	i	-1.9	0.4	i	i	i	i	i	i	i	i
Cc1cc(C(=O)Nc2ccccc2)nn1C(C)(C)C	i	5.8	5.1	i	i	i	i	i	i	i	i
CN1CCN(C(=O)COc2ccc(S(=O)(=O)Nc3ccc(F)cc3)cc2)CC1	i	0.3	-0.3	i	i	i	i	i	i	i	i
COC(=O)C1=C(c2ccccc2)C[C@@H]2CC[C@H]1N2C(=O)NCc1ccco1	i	0.1	-0.2	i	i	i	i	i	i	i	i
COc1cccc(CCNCc2cccc(C(F)(F)F)c2)c1	i	5.5	-1.0	i	i	i	i	i	i	i	i
CCN1CCN(c2nc3c(c(=O)[nH]2)CCC3)CC1	i	1.6	0.1	i	i	i	i	i	i	i	i
CCOCCCn1c(N)c(C(=O)Nc2sc3c(c2C(=O)OC)CCCC3)c2nc3ccccc3nc21	i	19.7	·	i	i	i	i	i	i	i	i
Cc1cccc(-n2c(O)c(/C=N/N3CCOCC3)c(=O)[nH]c2=S)c1	i	17.1	-0.2	i	i	i	i	i	i	i	i
CCOc1ccc(N2C(=O)NC(=O)/C(=C\c3ccccc3[N+](=O)[O-])C2=O)cc1	i	9.8	-0.3	i	i	i	i	i	i	i	i
CC[N+](CC)(CC)CCCOC(=O)C(O)(c1ccccc1)C1CCCCC1 (centres undefined)	i	6.6	-0.2	i	i	i	-11.8*	i	i	i	i
O=C(O)c1ccccc1NC(=O)C1C2CCC(O2)C1C(=O)O (centres undefined)	i	-14.6	-0.2	i	i	i	i	i	i	i	i
O=c1[nH]c(=O)n(-c2ccccc2)c(O)c1N=Nc1ccc(Br)cc1	i	41.1	-0.8	i	i	i	i	i	i	i	i
O=C1NC(=O)N(c2ccc3c(c2)OCO3)C(=O)/C1=C\c1ccsc1	i	24.5	0.0	i	i	i	i	i	i	i	i
CCC(=NCc1ccco1)c1c(O)n(-c2ccccc2)c(=O)[nH]c1=O	i	13.4	-0.3	i	i	i	i	i	i	i	i
O=c1cc(CN2CC=C(c3ccccc3)CC2)c2c(ccc3ccccc32)o1	i	10.0	-0.3	i	i	i	i	i	i	i	i
Clc1cccc(N2CCNCC2)n1	i	6.6	0.4	i	i	i	i	i	i	i	i
O=C(NC1CC2CCCC(C1)N2)c1ccccc1 (centres undefined)	i	4.1	-0.7	i	i	i	i	i	i	i	i
CCCCOc1ccc(CC2C(=O)N(C)C(=O)N(C)C2=O)cc1	i	7.3	0.0	i	i	i	i	i	i	i	i
Nc1nnc(CCN2CCCCC2)s1	i	34.6	0.0	i	i	i	i	i	i	i	i
CC(=O)O[C@@H]1[C@H]2CC[C@@H]3[C@]1(C[C@@H](OC(C)=O)[C@@]1(O)C([C@@H]4O[C@@H]4C1(C)C)[C@]3(C)O)C[C@@]2(C)O (some centres undefined)	i	18.2	-0.7	i	i	i	i	i	i	i	i
COc1ccc(CCNCc2ccc(SC)cc2)cc1	101*	5.9	-0.1	i	i	i	i	i	i	i	i
Cc1cc(Cl)ccc1C(=O)C1CCCN(Cc2ccon2)C1 (centres undefined)	i	9.1	-0.5	i	i	i	i	i	i	i	i
O=C(CCc1ccc(O)cc1)N1C[C@H]2C[C@@H](C1)c1cccc(=O)n1C2	i	45.9	0.1	i	i	i	i	i	i	i	i
Cc1ccc(NP(=O)(Oc2ccccc2F)Oc2ccccc2F)cc1	i	16.2	-0.5	i	i	·	i	i	i	i	-6.72*
O=C1CC(=O)N(c2cccc(F)c2)C(=O)N1	i	22.5	-2.0	i	i	i	i	i	i	i	i
COC(=O)C1CN(C#N)N(c2ccc(Cl)cc2)C12c1ccccc1-c1ccccc12 (centres undefined)	i	-0.8	-4.1	i	i	i	i	i	i	i	i
CN1C(=O)C(O)N=C(c2ccccc2)c2ccccc21 (centres undefined)	i	-2.8	-0.9	i	i	i	i	i	i	i	i
COc1ccc(CC2C(=O)N(c3ccccc3)C(=O)N(c3ccccc3)C2=O)c(OC)c1	i	0.2	2.2	i	i	i	i	i	i	i	i
COC(=NC1CCCC1)C(O)c1c[nH]c2ccccc12 (centres undefined)	i	2.8	-0.6	i	i	i	i	i	i	i	i
CCN1C(=O)NC(=O)/C(=C\c2cn(CC(=O)N3CCCCC3)c3ccccc23)C1=O	i	5.5	-0.2	i	i	i	i	i	i	i	i
CC(C(N)=O)N1CC(c2ccc(Cl)cc2)CC1=O (centres undefined)	i	3.6	-0.1	i	i	i	i	i	i	i	i
COC(=O)c1c2[n+](cc3cc(OC)c(OC)cc13)CCc1cc(OC)c(OC)cc1-2	i	11.6	-0.1	i	i	i	i	i	i	i	i
Cc1ccccc1-n1c(-c2ccco2)nc2ccccc2c1=O	i	9.5	-40.8	i	i	i	i	i	i	i	i
CN(C)C1(CNC(=O)Nc2ccc(Cl)c(Cl)c2)CCCCC1	91*	10.8	0.4	i	i	i	i	29.7*	i	i	i
CC(=O)c1ccc(OCC(=O)N2CCCC(N(C)Cc3ccccc3)C2)cc1 (centres undefined)	i	22.4	0.4	i	i	i	i	i	i	i	i
Cc1nn(Cc2ccccc2Cl)c(Cl)c1C(=O)OCC(=O)NC(=O)NC1CCCCC1	i	-3.5	-0.2	i	i	i	i	i	i	i	i
O=P(Nc1ccccc1Cl)(c1ccccc1)c1nc2c(s1)CCCC2 (centres undefined)	i	11.0	0.3	i	i	i	i	i	i	14*	i
Cc1[nH]c2ccccc2c1C(=O)C(=O)N1CCC2(CC1)OCCO2	i	-0.4	0.0	i	i	i	i	i	i	i	i
COc1ccc(CNCCc2c[nH]c3ccccc23)c(OC)c1OC	i	18.8	-0.1	i	i	i	i	i	i	i	i

Following part
SMILES	TRPC4 act	AI-2 QS modul	HIF activator	TRPC4 block	MrgX1 PAM	PolyA inhibitor	TRPC6 inhibitor	MrgX1 ag	TRPC6 act	TRPC4 PAM	MrgX1 antag
O=c1c2ccccc2nc(-c2ccc([N+](=O)[O-])cc2)n1-c1ccccc1	i	11.8	-0.7	i	i	i	i	i	i	i	i
CN1CC(C(=O)c2ccc(F)cc2)C(c2ccc(F)cc2)C1 (centres undefined)	i	8.1	-4.8	i	i	i	i	i	i	i	i
COc1ccccc1-n1c(-c2ccc(C)cc2)nc2ccccc2c1=O	i	20.5	2.9	i	·	i	i	·	i	i	·
O=[N+]([O-])c1ccc(NC2CCCC2)c2ccncc12	i	28.0	0.0	i	i	i	i	i	i	i	i
